Efa HMGR inh: inhibitors of E. faecalis class II HMGR, primary screen, biochemical, Enterococcus faecalis; HMG-CoA reductase (Enterococcus faecalis, mvaE); purified E. faecalis HMGR, NADPH absorbance 340 nm kinetic; inhibition, % at 10 µM; actives 0.41% (n = 190,000);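 active = inhibition above a set limit, the median over all tested compounds plus 3 SD, cut at about 9.5% in these data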;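 note: enzyme runs in reverse so mevalonate oxidation gives rising NADPH absorbance; 0% = complete reaction with DMSO and 100% = background rate lacking mevalonate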
FLuc stim CS: FLuc activators, initial screening, artefact control for FLuc-dependent activation tests, biochemical, ATPlite luminescence. ATPlite luciferase biochemical, 10 min; 0 = ATP-free wells, 1 = DMSO control. 200,000 tested, under 10 active. Luciferin 4-monooxygenase (Photinus pyralis), P08659. activation factor at 10 µM;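 active = luciferase activation factor, scaled between plate controls, of at least 2 with compound at 10 µM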
Target sequence (P08659 whole entry, looked up): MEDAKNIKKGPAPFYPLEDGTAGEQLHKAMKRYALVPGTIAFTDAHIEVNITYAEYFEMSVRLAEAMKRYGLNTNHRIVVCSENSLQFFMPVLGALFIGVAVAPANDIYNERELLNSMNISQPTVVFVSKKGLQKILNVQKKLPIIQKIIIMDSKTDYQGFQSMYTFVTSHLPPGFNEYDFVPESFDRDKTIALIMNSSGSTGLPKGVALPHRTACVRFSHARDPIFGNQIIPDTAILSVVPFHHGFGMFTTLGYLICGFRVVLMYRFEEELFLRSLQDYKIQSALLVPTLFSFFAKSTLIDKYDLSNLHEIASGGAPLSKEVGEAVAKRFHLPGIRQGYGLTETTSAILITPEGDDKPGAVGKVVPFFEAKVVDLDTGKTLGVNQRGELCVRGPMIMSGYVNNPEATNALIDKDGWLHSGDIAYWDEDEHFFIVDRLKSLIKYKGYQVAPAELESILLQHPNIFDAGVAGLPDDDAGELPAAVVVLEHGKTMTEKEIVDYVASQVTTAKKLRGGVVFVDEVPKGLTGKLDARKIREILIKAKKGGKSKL
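System: cell-free luciferase reagent; medium: PBS as buffer for the ATP substrate; doses: test compounds dosed from 2 mM stocks in 100% DMSO; incubation: 10 min, room temperature; measured by: luminescence from luciferase reaction; read-out: luciferase activation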
Diaph inh CS: diaphorase inhibitors and chemical oxidizers, primary screen, counter-screen for diaphorase-coupled primary assays, biochemical, uHTS, resorufin fluorescence. actives 0.69% (n = 190,000). diaphorase resazurin-to-resorufin fluorescence, NADH, 16 min; bacterial (C. kluyveri) enzyme, not human. inhibition, % at 20 µM. AID 1217, 2008;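 active = primary screen inhibition at 20 µM above a set limit, cut at about 50% in these data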;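 note: plate controls were DMSO with full reaction for no effect and wells lacking NADH for full effect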
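controls = No-NADH positive control and DMSO neutral control | system = Clostridium kluyveri diaphorase enzyme | timing = reaction incubation of 16 min at room temperature | signal = resorufin fluorescence 544/590 nm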
Diaph act CS: compounds boosting diaphorase resazurin reduction – biochemical, uHTS, resorufin fluorescence, counter-screen for diaphorase-coupled primary assays, primary screen. Diaphorase/resazurin coupled assay, 16 min; hits give high values; 1 = vehicle wells, 0 = NADH-free wells. activation factor at 20 µM. actives 0.005% (n = 190,000);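 active = diaphorase activity raised at least twofold by the compound at 20 µM; inactive = activation factor below 2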
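Material: purified diaphorase enzyme from Clostridium kluyveri; Also added: 0.114 mM NADH and 0.1 mM resazurin, final amounts; Doses: single compound dose of 20 µM, 1% DMSO final; Times: 16 min enzyme reaction, ambient temperature; Detection: resorufin fluorescence, excitation 544 nm, emission 590 nm; Measure: increased resorufin signal from activators or reducing compounds.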
TNAP act hiacc: TNAP activators at high phosphate acceptor level, primary screen, biochemical, luminescence, uHTS; Alkaline phosphatase, tissue-nonspecific isozyme (Homo sapiens), P05186; purified TNAP, CDP-star luminescence, 1 M DEA, 30 min; hits give high values; 0 = EDTA background, 1 = DMSO-only activity; activation factor at 20 µM; 200,000 tested, under 10 active;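 active = activation factor at least 2 at 20 µM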
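Measured by: Luminescent substrate turnover signal | Test system: Human TNAP | Input: TNAP 1/800 final | Dosing: 20 µM single point | Schedule: 30 min, room temperature | Controls: EDTA wells as negative control, DMSO wells as positive control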
PMI activator: activators of human PMI, primary screen, biochemical, fluorescence intensity, near-Km mannose 6-phosphate. Mannose-6-phosphate isomerase (Homo sapiens), P34949. purified human PMI, coupled resazurin fluorescence, 20 min; hits give high values; 1 = vehicle control, 0 substrate-free wells. activation factor at 20 µM. actives 0.005% (n = 190,000). AID 1214, 2008;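 active = activation factor of 2 or more at 20 µM, relative to plate controls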
Target sequence (P34949 whole entry, looked up): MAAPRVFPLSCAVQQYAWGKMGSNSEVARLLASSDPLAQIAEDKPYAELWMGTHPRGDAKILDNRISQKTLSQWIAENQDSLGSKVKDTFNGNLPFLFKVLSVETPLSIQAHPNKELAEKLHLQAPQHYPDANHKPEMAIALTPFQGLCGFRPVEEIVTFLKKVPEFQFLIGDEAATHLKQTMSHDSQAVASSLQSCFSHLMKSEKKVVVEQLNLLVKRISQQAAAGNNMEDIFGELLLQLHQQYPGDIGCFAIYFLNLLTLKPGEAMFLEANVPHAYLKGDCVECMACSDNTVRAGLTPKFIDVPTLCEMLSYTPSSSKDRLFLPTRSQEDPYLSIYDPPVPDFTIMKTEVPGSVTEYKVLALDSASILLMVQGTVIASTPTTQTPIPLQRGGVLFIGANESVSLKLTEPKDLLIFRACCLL
TNAP inh hi DEA: human TNAP enzyme inhibitors, primary screen, biochemical, luminescent, high phosphate acceptor level, uHTS; Alkaline phosphatase, tissue-nonspecific isozyme (Homo sapiens), P05186; purified TNAP, CDP-star luminescence, 1 M DEA; inhibition, % at 20 µM; actives 0.03% (n = 200,000);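 active = over 50% inhibition of tissue-nonspecific alkaline phosphatase at 20 µM in the single-dose screen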;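 note: plate controls were DMSO wells for no effect and EDTA-quenched wells as full inhibition for full effect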
G6PDH counter: L. mesenteroides G6PDH inhibitors, counter-screen for G6PDH-coupled screening assays, biochemical, Leuconostoc mesenteroides enzyme | glucose-6-phosphate dehydrogenase [Leuconostoc mesenteroides] | Purified L. mesenteroides G6PDH, diaphorase/resazurin coupled fluorescence, 45 min | inhibition, % at 5 µM | actives 0.12% (n = 200,000) | AID 1020, 2008; in the data active = inhibition above about 50%
TNAP inh noacc: human TNAP enzyme inhibitors, primary screen, biochemical, luminescent, no phosphate acceptor, uHTS; purified TNAP, CDP-star luminescence, 30 min; inhibition, % at 20 µM; actives 0.26% (n = 200,000); AID 1012, 2008;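 active = tissue-nonspecific alkaline phosphatase inhibition above about 50% at 20 µM in the single-dose screen, limit read from the data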;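 note: 0% = DMSO negative control and 100% = EDTA positive control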
PMI act satM6P: human PMI activators, high substrate, primary screen, biochemical, fluorescence intensity, near-saturating mannose 6-phosphate. activation factor at 20 µM. coupled PMI enzyme assay, resazurin fluorescence, 20 min; hits give high values; 1 = untreated enzyme, 0 = substrate-free blank. actives 0.34% (n = 190,000). AID 1216, 2008;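 active = activation factor of 2 or more at 20 µM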
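Test system: Human PMI in coupled enzyme assay | Input: 15 ng/mL PMI | Medium: HEPES-buffered pH 7.4 with magnesium and detergent | Compound: One concentration, 20 µM, in 1% DMSO | Incubation: Enzyme reaction with compound 20 min at room temperature | Detection: Diaphorase-driven resazurin-to-resorufin fluorescence, excitation 544, emission 590 nm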
The depositor's hits bear a star. The list is partial (hit frequency here may not be typical).

Each structure is followed by: Efa HMGR inh, FLuc stim CS, Diaph inh CS, Diaph act CS, TNAP act hiacc, PMI activator, TNAP inh hi DEA, G6PDH counter, TNAP inh noacc, PMI act satM6P
1. Cc1cc(Oc2ccc(C(F)(F)F)cc2[N+](=O)[O-])c2c3c(c(=O)oc2c1)CCC3
 : 1, 1, -1, 1, 1, 1, -3, 16, -13, 1.1
2. COc1ccc(OCC(=O)N2CCN(Cc3nc4cc([N+](=O)[O-])ccc4n3C)CC2)cc1
 : -2, 1, 9, 0.9, 1, 0.8, -1, 2, -3, 0.9
3. CCOC(=O)C(=CNc1ccc(C(O)(C(=O)OCC)C(F)(F)F)cc1C)C(=O)OCC (configuration not stated)
 : 6, 1.1, 25, 0.7, 1, 0.9, -4, 8, -4, 0.9
4. Cc1cc2c(s1)NC(=O)CN=C2c1cccs1
 : -1, 1, -1, 1, 1.1, 0.9, -7, 21, -12, 1
5. CC1CN(O)C2CCc3c(no[n+]3[O-])C12O (configuration not stated)
 : 0, 1.1, 13, 0.9, 1, 1.1, -2, -11, -12, 1.3
6. NC(=S)/N=C/c1c(O)[nH]c(=O)[nH]c1=O
 : 0, 1, 16, 0.8, 1.1, 1.3, -5, 3, -16, 1.1
7. CCOC(=O)Cn1cc(C(=O)c2ccccc2F)c2ccccc21
 : -3, 1, 11, 0.9, 1.1, 0.8, -6, 6, -12, 0.9
8. COc1ccc(CCNC2CCCCC2)cc1
 : -5, 1.1, 3, 1, 1, 1, 0, 2, -9, 1.1
9. CCN1CC=C(c2c[nH]c3ccccc23)CC1
 : -2, 1, 12, 0.9, 1.1, 1, -7, 3, -9, 1
10. O=S(=O)(c1ccccc1)N1CCCCC1c1cccnc1 (configuration not stated)
 : -2, 1.1, -5, 1, 1, 1, -2, 2, -10, 1
11. O=C1C2CCCN2C(c2cccc(Cl)c2)N1c1ccccn1 (configuration not stated)
 : -2, 1, 16, 0.8, 1, 0.9, -3, 0, -11, 1
12. O=C(c1cccc2ccccc12)C1CCCN(C2CCC2)C1 (configuration not stated)
 : -2, 1, 21, 0.8, 1, 0.8, 2, 17, 0, 0.9
13. O=C1NC(=O)C2(Cc3ccccc3N3CCCC32)C(=O)N1Cc1ccccc1 (configuration not stated)
 : 4, 1.1, 18, 0.8, 1.1, 1.3, -5, 3, -8, 1.4
14. COCCCN=Cc1c(O)[nH]c(=S)[nH]c1=O
 : -3, 1, 8, 0.9, 1, 1.1, -2, 9, -6, 1.1
15. COCCCN1Cc2ccccc2C1=N
 : -2, 1, -4, 1, 1, 1, -2, 2, 5, 1
16. Cc1c(P(=S)(c2ccccc2)c2ccccc2)[n+]2ccccc2n1C
 : -15, 1.1, 3, 1, 1, 1, -3, -2, -6, 1
17. C=C(C=O)CC1CC(O)[C@]2(C)OC3CC4OC5C[C@]6(C)O[C@]7(C)CCC8OC9C[C@]%10(C)OC%11C(C)=CC(=O)OC%11CC%10OC9C[C@@H](C)C8OC7CC6O[C@]5(C)CC5OC5C4OC3CC2O1 (some centres not stated)
 : 2, 1, 35, 0.6, 1, 0.8, -3, 20, -6, 0.8
18. Cc1cc(Cl)ccc1OCC(=O)O
 : 2, 1, 8, 0.9, 1, 1, -2, -2, -6, 1
19. CCn1c(=N)n(Cc2ccccc2F)c2ccccc21
 : 2, 1.1, 9, 0.9, 1, 1.1, -2, 7, -9, 1.1
20. CCCCCCOC(=O)c1ccccc1N
 : 4, 1, 8, 0.9, 1, 0.9, -4, 3, -14, 1

Further records follow.
Each structure is followed by: Efa HMGR inh, FLuc stim CS, Diaph inh CS, Diaph act CS, TNAP act hiacc, PMI activator, TNAP inh hi DEA, G6PDH counter, TNAP inh noacc, PMI act satM6P
21. CSc1ccc(CN2CCN(C(=O)COc3ccc(C)cc3)CC2)cc1
 : 2, 1, 8, 0.9, 1, 1, -4, 0, -12, 1
22. CSc1nc(N2CCN(C)CC2)c2ccccc2n1
 : -1, 1, 57*, 0.4, 1.1, 0.9, -8, 7, -10, 0.9
23. CC(=O)Nc1cc([As](=O)(O)O)ccc1O
 : -5, 1, -2, 1, 1, 1, -1, 22, 6, 1
24. CC(=O)N1CCN(c2ccc(N=Cc3c(O)n(-c4ccc(Cl)cc4)c(=O)[nH]c3=O)cc2)CC1
 : -4, 1.1, 14, 0.9, 1, 0.9, -3, -1, -4, 1
25. Cn1cccc1/C=C1\C(=O)NC(=O)N(Cc2ccccc2Cl)C1=O
 : 1, 1, 8, 0.9, 1, 1.2, 4, 0, 1, 1.2
26. O=C1NC(=O)C(=Cc2ccc(Oc3ccc([N+](=O)[O-])cc3)cc2)C(=O)N1
 : 5, 1, 16, 0.8, 1, 1.1, 3, 2, -3, 1.1
27. CCCCC12CNCC(C)(CNC1)C2=O
 : 0, 1.1, 10, 0.9, 1.1, 0.9, -7, -19, -11, 0.9
28. CCOc1ccc(-n2c(O)c(C=Nc3ccc(N(CC)CC)cc3)c(=O)[nH]c2=O)cc1
 : -2, 1, 16, 0.8, 1, 0.7, 1, 4, 14, 0.8
29. OCc1cnc[nH]1
 : -3, 1.1, 2, 1, 1, 1.2, -4, 3, -11, 1.1
30. OC1/C(=C/c2ccc(F)cc2)N2CCC1CC2 (configuration not stated)
 : 0, 1.1, 6, 0.9, 1.1, 1, -6, -4, -10, 1
31. Cc1cccnc1-n1c(C)nc2ccccc2c1=O
 : -7, 1.1, 7, 0.9, 1, 1, -1, 24, -3, 1.1
32. COc1ccc(C(=O)N2CCOCC2)cc1S(=O)(=O)N1CCC(C)CC1
 : -2, 1.1, 9, 0.9, 1, 0.9, -3, -19, -10, 0.9
33. Cc1ccc(CN2CCN(C)CC2)c(C)c1
 : -2, 1.1, 15, 0.8, 1.1, 1, -6, -18, -17, 1
34. CN(C)c1ccc(/C=C/c2cc[n+](C)c3ccccc23)cc1
 : -4, 0.9, -38, 1.4, 0.7, 1.1, 26, 10, 21, 0.9
35. FC(F)(F)c1cccc(-n2nnnc2C2(N3CCOCC3)CCCCC2)c1
 : -5, 1.1, 14, 0.9, 1, 0.9, -3, 3, -13, 0.9
36. OC(CNC1CCCCCCC1)c1ccccc1 (configuration not stated)
 : -13, 1.1, 3, 1, 1, 1, 0, 5, -8, 1.1
37. Nc1ccc(C2(c3ccc(N)cc3)CN3CCC2CC3)cc1
 : 0, 1, -1, 1, 1, 1.1, 1, 3, -7, 1.1
38. COc1ccc2c(CN3CC=C(c4ccccc4)CC3)cc(=O)oc2c1
 : -2, 1, 12, 0.9, 1, 1.1, -1, 3, -9, 0.9
39. C=CCc1cc(C=C2C(=O)N(C)C(=O)N(C)C2=O)cc(OCC)c1OCc1ccccc1
 : -4, 1.1, 17, 0.8, 1, 1, 3, 5, -2, 1
40. CN1CCN(c2ccc([N+](=O)[O-])c(NCC3CCCO3)c2)CC1 (configuration not stated)
 : -1, 1, 7, 0.9, 0.8, 0.9, 17, 24, 9, 1.1

Entries by screen from the entries so far.
TNAP act hiacc for nos. 34–37, in order: 0.7, 1, 1, 1
Diaph inh CS for nos. 34–37, in order: -38, 14, 3, -1
G6PDH counter for nos. 34–37, in order: 10, 3, 5, 3

Other records follow:
Each structure is followed by: Efa HMGR inh, FLuc stim CS, Diaph inh CS, Diaph act CS, TNAP act hiacc, PMI activator, TNAP inh hi DEA, G6PDH counter, TNAP inh noacc, PMI act satM6P
41. O=c1[nH]c(=S)[nH]c(O)c1N=Nc1ccc(OC(F)F)cc1
 : -1, 0.4, 19, 0.8, 0.8, 1, 25, -7, 15, 0.9
42. CCC1(C)OC(c2ccccc2)=C/C(=C/C=C2C(=O)NC(=O)NC2=O)O1 (configuration not stated)
 : 8, 0.9, -2, 1, 0.9, 1.1, 11, -6, 38, 1
43. CCOC(=O)C1(CCc2ccccc2)CCN(Cc2cccc3c2OCO3)CC1
 : -4, 1, 13, 0.9, 1, 0.8, -3, 4, 1, 0.9
44. Cc1cc(C)nc(/N=C(\N)c2c(O)[nH]c(=O)[nH]c2=O)n1
 : -5, 1, 16, 0.8, 1, 0.9, -3, -39, -36, 0.9
45. Nc1ccnn1C1CCNCC1
 : -2, 1, 14, 0.9, 1, 0.8, 0, -15, -8, 0.9
46. CCOC(=O)c1c(-c2ccccc2)oc2ccc(OC(=O)N(C)C)cc12
 : -6, 1.1, 14, 0.9, 1, 0.9, 2, 12, -5, 1
47. COC(=O)c1cncn1C(C)c1ccccc1 (configuration not stated)
 : -1, 1.1, -1, 1, 1, 1, -3, -4, 1, 1
48. CCC(=O)N1CC(=O)Nc2ccc(F)cc2C1c1ccccc1 (configuration not stated)
 : 0, 1.1, 20, 0.8, 1.1, 0.9, -7, 13, -11, 0.9
49. C[C@@]1(CO)[C@H](O)CC[C@@]2(C)[C@H]1CC[C@H]1C[C@@H]3C[C@@]12CC[C@]3(O)CO
 : -9, 1.1, 2, 1, 1, 1.1, 1, 54*, -8, 1.1

Random excerpt: 2 records from the list, in no set order.
Each structure is followed by: Efa HMGR inh, FLuc stim CS, Diaph inh CS, Diaph act CS, TNAP act hiacc, PMI activator, TNAP inh hi DEA, G6PDH counter, TNAP inh noacc, PMI act satM6P
47. COC(=O)c1cncn1C(C)c1ccccc1 (configuration not stated)
 : -1, 1.1, -1, 1, 1, 1, -3, -4, 1, 1
41. O=c1[nH]c(=S)[nH]c(O)c1N=Nc1ccc(OC(F)F)cc1
 : -1, 0.4, 19, 0.8, 0.8, 1, 25, -7, 15, 0.9
